MazF activator: activators of E. coli MazEF toxin-antitoxin RNase, primary screen, biochemical, fluorescence, uHTS | 350,000 tested, 0.32% active | activation, % at 20 µM | FAM/BHQ RNA-DNA oligo cleavage fluorescence, 5 h; in the data active means activation above about 50%
Target sequence (P0AE70 whole entry, looked up): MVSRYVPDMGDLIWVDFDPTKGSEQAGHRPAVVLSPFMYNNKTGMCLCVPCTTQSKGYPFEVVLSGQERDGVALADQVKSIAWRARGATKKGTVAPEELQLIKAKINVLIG
Rv3671c inh: Rv3671c serine protease inhibitors, primary screen, biochemical, fluorescence polarization, M. tuberculosis H37Rv; inhibition, % at 5.96 µM; P9WHR9; 320,000 tested, 0.048% active; in the data active means inhibition above about 38%;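 further: extracellular domain of Rv3671c used as enzyme; 0% = enzyme with DMSO and 100% = no enzyme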
Target sequence (P9WHR9 whole entry, looked up, the tested form may be a part): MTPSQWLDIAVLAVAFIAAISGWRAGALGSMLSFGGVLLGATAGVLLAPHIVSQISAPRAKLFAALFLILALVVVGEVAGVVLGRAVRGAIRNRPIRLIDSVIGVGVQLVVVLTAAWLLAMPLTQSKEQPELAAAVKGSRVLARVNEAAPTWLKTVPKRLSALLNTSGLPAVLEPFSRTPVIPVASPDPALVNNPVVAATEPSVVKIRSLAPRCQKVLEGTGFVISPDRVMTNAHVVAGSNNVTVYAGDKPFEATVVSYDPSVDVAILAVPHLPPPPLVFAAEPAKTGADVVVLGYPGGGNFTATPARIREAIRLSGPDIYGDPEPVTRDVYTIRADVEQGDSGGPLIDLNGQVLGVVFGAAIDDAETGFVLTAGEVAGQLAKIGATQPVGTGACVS
GDH-TPI counter: GDH-TPI coupling enzyme inhibitors, primary screen, artefact control for M. tuberculosis FBA inhibitor project, biochemical, absorbance, full deck; GDH-TPI coupled enzyme counterscreen, NADH absorbance; inhibition, % at 4.8 µM; 360,000 tested, 1.2% active;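 further: 0% = DMSO wells and 100% = wells lacking the enzyme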
BoNT-F LC inh: BoNT/F light chain protease inhibitors, primary screen, biochemical, flow cytometry, MLPCN library; Botulinum neurotoxin type F light chain protease (Clostridium botulinum); Multiplex microsphere protease cleavage assay; inhibition, % at 10 µM; 360,000 tested, 0.22% active; AID 588497, 2011; in the data active means inhibition above about 35%, passing the limit was not always enough; inconclusive means no clear call, values can overlap the other calls; further: plate controls were buffer without enzyme for full effect and enzyme alone for no effect
FadD28 FP inh: inhibitors of FadD28 bisubstrate probe binding, primary screen, biochemical, fluorescence polarization, single point. Mycobacterium tuberculosis FadD28 fatty-acid-AMP ligase. inhibition, % at 12.5 µM. 360,000 tested, 0.22% active. AID 588549, 2011; in the data active means inhibition above about 8.5%, passing the limit was not always enough; inconclusive means no clear call, values can overlap the other calls
Mtb UGM inh: M. tuberculosis UGM enzyme inhibitors, primary screen, biochemical, fluorescence polarization, single point; 320,000 tested, 0.06% active; inhibition, % at 10 µM; purified UGM, fluorescence polarization probe displacement; UDP-galactopyranose mutase (Mycobacterium tuberculosis (strain ATCC 25618 / H37Rv)), …; in the data active means inhibition above about 10%, passing the limit was not always enough; inconclusive means no clear call, values can overlap the other calls
Target sequence (P9WIQ1 whole entry, looked up): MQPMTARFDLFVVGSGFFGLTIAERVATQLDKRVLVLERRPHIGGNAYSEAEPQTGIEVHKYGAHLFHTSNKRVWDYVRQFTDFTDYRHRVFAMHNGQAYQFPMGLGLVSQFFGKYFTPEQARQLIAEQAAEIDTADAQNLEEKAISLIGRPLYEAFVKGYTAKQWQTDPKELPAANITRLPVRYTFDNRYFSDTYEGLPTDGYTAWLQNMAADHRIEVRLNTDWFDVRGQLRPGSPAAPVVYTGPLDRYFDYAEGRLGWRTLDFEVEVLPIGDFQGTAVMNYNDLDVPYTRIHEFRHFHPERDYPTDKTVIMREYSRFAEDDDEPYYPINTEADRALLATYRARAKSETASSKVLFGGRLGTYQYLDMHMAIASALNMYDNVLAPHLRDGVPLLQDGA
Mtb FBA inh: Mtb FBA enzyme inhibitors, primary screen, biochemical, fluorescence, strain H37Rv; inhibition, % at 1 µM; AID 588726, 2011; Fructose-bisphosphate aldolase (Mycobacterium tuberculosis (strain ATCC 25618 / H37Rv)), …; purified M. tuberculosis FBA, fluorescence read-out; 360,000 tested, 2.3% active; in the data active means inhibition above about 27%;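 further: 0% = vehicle and 100% = reference inhibitor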
DUSP3 inh: VHR1 phosphatase inhibitors, primary screen, biochemical, absorbance, uHTS | recombinant VHR phosphatase, pNPP absorbance | 290,000 tested, 0.52% active | AID 1654, 2009 | inhibition, % at 13.3 µM; in the data active means inhibition above about 50%; further: some compounds called inactive have numbers as strong as hits
BioA inh: M. tuberculosis BioA enzyme inhibitors, primary screen, biochemical, plate reader, single point, HTS; 360,000 tested, 0.096% active; purified M. tuberculosis BioA enzyme; inhibition, % at 9.99 µM; in the data active means inhibition above about 40%; inconclusive means no clear call, values can overlap the other calls
CCHFV vOTU inh: CCHFV vOTU protease inhibitors, primary screen, biochemical, Pep-AMC substrate, fluorescence | Crimean-Congo hemorrhagic fever virus L polyprotein viral ovarian tumor (vOTU) protease … | inhibition, % at 11.5 µM | 370,000 tested, 0.55% active | AID 651958, 2012; further: 0% = vehicle wells with enzyme and 100% = no enzyme wells
Active calls of the source: *; ? = inconclusive; . = not tested or not shown; & = joins results of further samples. Unless noted, no stated cut-off is given here; in the data, active means inhibition above about 30%; inactive means the rest.

SMILES | MazF activator | Rv3671c inh | GDH-TPI counter | BoNT-F LC inh | FadD28 FP inh | Mtb UGM inh | Mtb FBA inh | DUSP3 inh | BioA inh | CCHFV vOTU inh
O=C1c2ccccc2[C@@H]2C[C@@H](O)[C@H](Nc3ccccc3Cl)CCN12 | 11 | . | -3 | 3 | -1.5 | . | 0 | . | 5.3 | -5
CC(C)(C)c1nc2scc(-c3ccc(Br)cc3)c2c(=O)o1 | -15 | 12 | -5 | -2 | -0.6 | -1.6 | 0 | 7 | . | -5
Cc1cccc2cc(CN(Cc3cccs3)C(=S)NCc3ccco3)c(=O)[nH]c12 | 6 | -35 | 13 | -5 | -9.5 | -2.4 | 1 | 0 | . | 7
COc1ccc(C)cc1NC(=O)CSc1nnc(COc2ccc(C)cc2)n1Cc1ccco1 | -2 | -6 | 0 | -16 | -5.8 | . | 1 | 29 | 0.4 | 20
O=C(c1ccc(CN2CCOCC2)cc1)N1CCN(c2cccc(Cl)c2)CC1 | 4 | -3 | 1 | 17 | -2.3 | 1.7 | -1 | 24 | 1.5 | 0
O=C(/C=C/c1ccc(Cl)cc1Cl)NCc1ccco1 | 7 | -7 | -4 | -4 | -6.5 | -1.6 | -11 | 1 | 4.2 | 8
CCCCNC(=O)O[C@@H]1C[C@@H]2CCN3C(=O)CCC[C@H]([C@H]1CC)[C@H]23 | 3 | -6 | 8 | 5 | -3.3 | -0.8 | -3 | 5 | -0.1 | 1
CC/C(=C(\c1ccccc1)c1ccc(OCCN(C)C)cc1)c1ccccc1 | 10&11 | 13&11 | 1&7 | -12&5 | -9.2&-5.7 | -3.8&3.5 | -3&2 | . | 0.0&0.1 | 14&5
O=C(COC(=O)c1cc([N+](=O)[O-])ccc1NCc1ccccc1)NC1CCCCC1 | 11 | 10 | 12 | -10 | -0.7 | 0.8 | 3 | 21 | . | 0
CCCCC1=CC2=C(c3ccco3)C(=O)C(C)(OC(=O)c3ccc(OC)cc3)C(=O)C2=CN1Cc1ccccc1 (stereo not given) | -48 | 0 | 6 | -10 | 1.6 | 0.6 | 5 | 7 | 2.5 | 5
CCNC(=S)NS(=O)(=O)c1ccc(C)cc1 | 4 | 0 | 4 | -1 | -0.7 | 2.3 | 0 | 39 | . | 11
CC1CCOC(c2coc3ccccc3c2=O)O1 (stereo not given) | 2 | 2 | 4 | 7 | -0.9 | 1.0 | 1 | 2 | -0.6 | -17
CCCn1nc(NS(=O)(=O)c2ccc(F)cc2)c2cc3ccccc3nc21 | 4 | -5 | 7 | -4 | -1.0 | 2.0 | 2 | -12 | -8.8 | 13
N#C/C(=C\c1ccc(C(=O)O)cc1)S(=O)(=O)c1cc(Br)ccc1Br | 5 | 4 | 1 | -3 | 1.6 | 0.2 | 3 | -2 | . | 6
O=S(=O)(NC1CC1)c1ccccc1 | 4 | -3 | 1 | 19 | -4.7 | 0.5 | -3 | 21 | -0.8 | 3
O=C(COc1ccc(Br)cc1)Nc1ccc2oc(=O)ccc2c1 | 3 | . | 11 | 5 | -2.9 | -1.8 | 9 | 7 | 2.8 | 1
CCC(C(=O)O)N1C(=O)/C(=C/c2cccn2C)SC1=S (stereo not given) | -13 | -13 | 9 | -16 | 2.9 | 1.8 | -45 | 6 | . | 27
CC(C)(C)n1ncc2c(=O)n(CC(=O)c3ccccc3)cnc21 | -1 | 3 | -10 | 2 | -3.2 | -1.4 | -2 | 0 | 3.4 | 4
NC(=O)C1CC(=O)N(CCc2ccc(F)cc2)C1 (stereo not given) | 1 | 3 | -2 | 7 | -4.1 | -2.2 | 1 | 18 | 1.7 | -3
CCc1ncc(/C=C2\C(=O)Nc3ccccc32)[nH]1 | 10 | 6 | 20 | . | -1.2 | -0.3 | 0 | 5 | -0.5 | 3

Part of the list above in another layout:
molecule,MazF activator,Rv3671c inh,GDH-TPI counter,BoNT-F LC inh,FadD28 FP inh,Mtb UGM inh,Mtb FBA inh,DUSP3 inh,BioA inh,CCHFV vOTU inh
CCNC(=S)NS(=O)(=O)c1ccc(C)cc1,4,0,4,-1,-0.7,2.3,0,39,.,11
CC1CCOC(c2coc3ccccc3c2=O)O1 (stereo not given),2,2,4,7,-0.9,1.0,1,2,-0.6,-17
CCCn1nc(NS(=O)(=O)c2ccc(F)cc2)c2cc3ccccc3nc21,4,-5,7,-4,-1.0,2.0,2,-12,-8.8,13
N#C/C(=C\c1ccc(C(=O)O)cc1)S(=O)(=O)c1cc(Br)ccc1Br,5,4,1,-3,1.6,0.2,3,-2,.,6
O=S(=O)(NC1CC1)c1ccccc1,4,-3,1,19,-4.7,0.5,-3,21,-0.8,3
O=C(COc1ccc(Br)cc1)Nc1ccc2oc(=O)ccc2c1,3,.,11,5,-2.9,-1.8,9,7,2.8,1
CCC(C(=O)O)N1C(=O)/C(=C/c2cccn2C)SC1=S (stereo not given),-13,-13,9,-16,2.9,1.8,-45,6,.,27
CC(C)(C)n1ncc2c(=O)n(CC(=O)c3ccccc3)cnc21,-1,3,-10,2,-3.2,-1.4,-2,0,3.4,4
NC(=O)C1CC(=O)N(CCc2ccc(F)cc2)C1 (stereo not given),1,3,-2,7,-4.1,-2.2,1,18,1.7,-3
CCc1ncc(/C=C2\C(=O)Nc3ccccc32)[nH]1,10,6,20,.,-1.2,-0.3,0,5,-0.5,3

(further entries)
SMILES | MazF activator | Rv3671c inh | GDH-TPI counter | BoNT-F LC inh | FadD28 FP inh | Mtb UGM inh | Mtb FBA inh | DUSP3 inh | BioA inh | CCHFV vOTU inh
O=C(/C=C/c1ccccc1[N+](=O)[O-])Nc1cccnc1 | 0 | 12 | 15 | 4 | -1.1 | -1.0 | -2 | 14 | . | 0
CCc1ccccc1NC(=O)CN1CCN(C(=O)CN2C(=O)NC3(CCCCC3C)C2=O)CC1 (stereo not given) | 3 | . | -2 | -8 | -1.3 | . | -3 | . | -1.4 | 0
Cc1cccc(C)c1NC(=S)NC(=O)CCc1ccccc1 | -1 | 0 | 0 | 2 | -3.5 | -0.2 | -2 | 31 | -0.7 | -7
CC(C)c1ccc(Cc2nnc(NCCCO)[nH]c2=O)cc1 | 4 | 2 | -7 | -4 | -4.5 | -0.4 | 0 | -6 | -3.3 | .
O=C1Nc2ccccc2OC1CC(=O)N1CCN(c2cccc(C(F)(F)F)c2)CC1 (stereo not given) | -5 | -12 | 7 | 1 | -1.8 | -0.6 | 0 | 22 | 1.0 | 16
O=C(OCn1nnc2ccccc2c1=O)c1ccc(O)cc1 | 4 | 1 | -6 | -2 | -0.9 | -1.3 | 3 | 18 | . | 11
COc1cccc2c1OC1(C)CC2/C(=C(\C)O)C(=O)N1 (stereo not given) | 4 | -1 | 8 | 6 | -0.5 | 0.0 | 4 | 10 | -3.0 | -3
CN1CCN(S(=O)(=O)CC2(C)C3CCC2(C)C(=O)C3Br)CC1 (stereo not given) | 7 | 6 | 0 | -15 | -0.2 | 0.7 | -3 | 29 | -1.0 | 8
COc1ccc2oc(C(=O)Nc3ccc(N4CCOCC4)cc3)c(C)c2c1 | 1 | 6 | 9 | ? | -1.0 | -0.5 | 0 | . | . | 2
COc1nc(C)nc(NC(=O)NS(=O)(=O)c2ccccc2Cl)n1 | -7 | -1 | 0 | -5 | -0.5 | -0.1 | 1 | . | 0.9 | -2
Cc1cc(=O)n(CCC(=O)O)c2ccccc12 | -3 | 7 | 6 | -2 | -2.8 | 2.3 | 2 | -14 | 1.7 | -1
Cc1ccccc1OCC(O)Cn1c(Br)nc2c1c(=O)n(C)c(=O)n2C (stereo not given) | 5 | 1 | -4 | -6 | -2.5 | 0.1 | -3 | -2 | 2.0 | 6
Clc1ccccc1N/N=C/c1ccc2c(c1)OCO2 | -6 | -1 | 6 | -11 | -2.4 | 1.1 | 1 | -6 | -0.8 | 4
CCOC(=O)c1sc2nc(C)nc(NCCc3ccc(S(N)(=O)=O)cc3)c2c1C | 30 | -2 | 4 | 0 | . | 0.2 | 35* | 36 | -1.1 | -18
Nc1nc2c(ncn2[C@@H]2O[C@H](CNCc3ccc(OCCCN4CCOCC4)cc3)[C@@H](O)[C@H]2O)c(=O)[nH]1 | . | . | . | 0 | 0.3 | . | 2 | . | -2.2 | 4
O=C(Nc1ccc(-c2nnc(-c3ccccc3)o2)cc1)C1CCCO1 (stereo not given) | -2 | -6 | 6 | -2 | 0.9 | -2.6 | 61* | -10 | 0.3 | 1
Cc1ccc(S(=O)(=O)N2[C@@H](c3ccc(Br)cc3)C(C(=O)O)=CC[C@H]2c2cccc(Cl)c2)cc1 | -6 | -9 | 7 | -8 | -8.9 | -2.8 | 8 | . | 5.5 | -1
Cc1cc(C)n(-c2cccc(C(=O)O)c2)n1 | 4 | 7 | -2 | -5 | . | -2.1 | 1 | 11 | . | 8
COc1cc(OC)c(-n2cc(-c3ccc(Cl)cc3)[nH]c2=O)cc1Cl | 6 | -4 | 2 | 1 | -0.2 | 0.1 | 3 | 34 | . | 12
COC(=O)CCCC(=O)NCC1(N(C)Cc2ccccc2)Cc2ccccc2C1 | 2 | -1 | 6 | 19 | -3.7 | 0.8 | 1 | 8 | -0.4 | 5
O=C(N/N=C/c1ccncc1)c1ccc(COc2cccc3cccnc23)cc1 | 4 | -1 | 11 | -10 | -13 | 0.6 | 1 | 22 | 2.1 | 0
CCC(C)(C)C1CCC2(CC1)NC(=O)N(CC(=O)NCCOc1ccccc1)C2=O (stereo not given) | 2 | -11 | -6 | 3 | -2.3 | 1.7 | -1 | . | 1.9 | -1
CCS(=O)(=O)NCc1csc(C)n1 | 3 | -9 | -3 | 4 | -3.3 | -1.4 | -1 | 4 | 0.8 | 8
O=c1c2ccccc2nc(CNCC2CCCO2)n1-c1ccc(F)cc1 (stereo not given) | 4 | 0 | -3 | -2 | -0.2 | -2.1 | 2 | 18 | 3.7 | -7
CCOc1ccc(-c2csc(NC(=O)c3cccc(N4C(=O)CCC4=O)c3)n2)cc1 | 3 | 3 | 28 | -9 | -1.4 | 0.2 | -3 | 12 | -3.0 | -2
O=C1NC(c2ccc3ccccc3c2)Nc2ccccc21 (stereo not given) | 6 | . | 8 | -9 | -3.0 | . | 50* | . | 1.1 | -43
C[N+]1(CCN2C(=O)C3CC=C(Cl)CC3C2=O)CCOCC1 (stereo not given) | 2 | -3 | -3 | ? | -6.2 | 2.4 | -2 | -13 | -1.0 | 6
CCN(Cc1ccc(OC)c(F)c1)C(=O)c1cc2ccccc2o1 | -6 | 2 | 5 | 8 | -4.3 | -2.9 | -3 | 17 | 0.7 | 9
Cc1c(C2C(C#N)=C(N)N(c3cccc([N+](=O)[O-])c3)C3=C2C(=O)CCC3)cnn1C (stereo not given) | . | 9 | . | . | . | 1.9 | . | -1 | . | 9
N#Cc1c(NC(=O)CCN2C(=O)c3ccccc3C2=O)oc(-c2ccccc2)c1-c1ccccc1 | -1 | -8 | 6 | -7 | 1.3 | -1.0 | 0 | 14 | -0.1 | -8
